Compound activity as filed in PubChem BioAssay.
tim10-1 inh – tim10-1 yeast growth inhibition; inhibition, % at 20 µM; S. cerevisiae tim10-1 ts strain growth, BacTiter-Glo, 24 h; 2.2% of 330,000 active;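 active = inhibition of at least 40%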;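 also: mutant grown at 25 °C; 0% = DMSO wells with yeast and 100% = wells holding no yeast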
CXCR6 inh – inhibitors of human CXCR6 receptor; inhibition, % at 20 µM; CHO-K1 PathHunter CXCR6 beta-arrestin, luminescence; O00574; 0.36% of 360,000 active; in the data active = inhibition above about 34%, passing the limit was not always enough;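 also: antagonist mode with CXCL16 agonist at 10 nM final; 0% = 10 nM CXCL16 with DMSO and 100% = unstimulated wells without agonist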
Target sequence (O00574 whole entry, looked up): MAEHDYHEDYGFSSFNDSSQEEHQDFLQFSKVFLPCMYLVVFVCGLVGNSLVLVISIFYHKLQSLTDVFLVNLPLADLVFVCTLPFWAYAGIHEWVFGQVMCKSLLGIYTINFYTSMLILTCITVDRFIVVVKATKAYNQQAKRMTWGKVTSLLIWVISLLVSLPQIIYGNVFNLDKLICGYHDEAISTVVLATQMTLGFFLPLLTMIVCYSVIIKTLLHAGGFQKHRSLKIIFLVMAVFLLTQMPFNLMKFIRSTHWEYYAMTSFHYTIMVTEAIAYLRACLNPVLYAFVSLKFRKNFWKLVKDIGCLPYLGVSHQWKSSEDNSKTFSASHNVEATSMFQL
tim23-1 inh – inhibits growth of tim23-1 mutant yeast. 1.3% of 330,000 active. inhibition, % at 20 µM. AID 463212. S. cerevisiae tim23-1 growth, BacTiter-Glo luminescence, 24 h;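 active = growth inhibition of the mutant yeast at or above 50%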;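 also: temperature-sensitive mutant grown at 25 °C; plate controls were DMSO-treated mutant yeast for no effect and medium wells lacking yeast for full effect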
Mdm2-MdmX inh – human Mdm2/MdmX binding inhibition. O15151+Q00987. SaOS-2 split-luciferase Mdm2/MdmX complementation, luminescence. inhibition, % at 8 µM. 3% of 330,000 active;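 active = inhibition of at least 50% at 8 µM in the primary screen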
XBP1 UPR activ – activators of adaptive arm of unfolded protein response (XBP1) | AID 463104 | CHO-XBP1 luciferase reporter, IRE1-XBP1 UPR activation, luminescence; percent of tunicamycin response, DMSO as zero | activation, % at 20 µM | 0.33% of 330,000 active;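 active = versus positive control, 20 µM dose yields 30% or more activation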;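 also: 100% = tunicamycin at 10 µg/mL and 0% = DMSO only wells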
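Material: CHO-XBP1 cells stably carrying IRE1-XBP1-driven luciferase reporter / Amount: 1000 cells per well / Compound: 20 µM, 1% DMSO / Times: 6 h treatment, 37 °C / Detection: luciferase luminescence / Measure: % activation of reporter signal versus tunicamycin and DMSO controls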
TIM10 inh – TIM10 yeast growth inhibition | 1.4% of 330,000 active | S. cerevisiae TIM10 strain growth, BacTiter-Glo luminescence, 24 h | inhibition, % at 10 µM;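 active = inhibition of 40% or more at the single tested concentration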;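 also: wild-type TIM10 isogenic control strain grown at permissive 25 °C; 0% = DMSO yeast wells and 100% = minimal medium wells without yeast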
CHOP UPR activ – activators of apoptotic arm of unfolded protein response (CHOP); CHO-CHOP luciferase reporter, UPR activation, luminescence; percent of tunicamycin response over DMSO baseline; activation, % at 10 µM; 0.34% of 330,000 active;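 active = at 10 µM dose, activation of 40% or more, normalized to positive control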;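 also: 100% = tunicamycin at 10 µg/mL and 0% = DMSO alone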
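assay system = CHO CHOP reporter cells | amount = 500 CHO-CHOP cells per well | buffer or medium = F12 with 10% FBS | incubation = 16-18 h cell attachment, then 6 h compound exposure, 37 °C | detection = luminescence read with Steady-Glo | read-out = percent activation relative to tunicamycin control | controls = tunicamycin high control, DMSO low control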
APJ antagonist – blocks the human apelin receptor APJ | inhibition, % at 20 µM | P35414 | CHO-K1 APJ beta-arrestin complementation, luminescence | 0.32% of 330,000 active | AID 2521;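 active = inhibition above about 40% at 20 µM, limit read from the data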;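 also: cells challenged with 10 nM apelin-13 agonist together with compound; plate controls were apelin-13 plus DMSO wells for no effect and DMSO wells lacking apelin-13 for full effect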
Target sequence (P35414 whole entry, looked up): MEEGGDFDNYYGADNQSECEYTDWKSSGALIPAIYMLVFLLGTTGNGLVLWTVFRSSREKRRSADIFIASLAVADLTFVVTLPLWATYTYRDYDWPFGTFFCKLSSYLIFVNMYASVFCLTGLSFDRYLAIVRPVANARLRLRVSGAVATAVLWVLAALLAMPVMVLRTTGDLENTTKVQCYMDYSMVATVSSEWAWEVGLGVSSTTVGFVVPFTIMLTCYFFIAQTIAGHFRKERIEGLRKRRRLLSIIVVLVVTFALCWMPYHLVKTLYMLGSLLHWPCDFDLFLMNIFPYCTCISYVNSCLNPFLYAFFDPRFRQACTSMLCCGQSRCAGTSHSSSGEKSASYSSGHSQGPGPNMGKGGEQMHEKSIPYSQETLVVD
APJ agonist – activates the human apelin receptor APJ. P35414. CHO-K1 APJ PathHunter beta-arrestin, luminescence; 0% DMSO wells, 100% apelin. activation, % at 20 µM. 0.11% of 330,000 active;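 active = activation more than six SD over the plate average, tested at 20 µM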;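 also: 0% = DMSO alone and 100% = apelin-13 at 10 nM; some results filed as inactive read as strong as hits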
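Test system: CHO-K1 APJ beta-arrestin complementation cell line | Compound: Single test compound dose, 20 µM final, 1% DMSO | Incubation: Compound 90 min 25 °C, reagent 1 h | Measured by: beta-gal luminescence | Read-out basis: APJ–arrestin association signal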
* = called active by the depositor; . = no result given. These rows are one share of the data; the hit share may differ from the screen's.

SMILES	tim10-1 inh	CXCR6 inh	tim23-1 inh	Mdm2-MdmX inh	XBP1 UPR activ	TIM10 inh	CHOP UPR activ	APJ antagonist	APJ agonist
CC(=O)c1ccc(NC(=S)Nc2ccc(Br)c(Cl)c2)cc1	37	-5	44	-27	-2	42*	0.7	18	-4
CSc1ccc(CCNC(=O)CCc2nnc3ccc(N4CCOCC4)nn23)cc1	9	5	12	-21	1	9	-0.4	13	1
COCCC(=O)N1CCc2ccc(NC(=O)c3ccc(C(F)(F)F)cc3)cc2C1	16	-13	21	31	0	0	0.2	8	-4
COc1cccc(NC(=O)c2c(C)cc(C)cc2CC(C)(C)C(=O)O)c1	-24	-9	-2	8	-2	-18	-1.5	0	0
CCOc1ccc(N(CC(=O)NC2CCCCC2)C(=O)CCC(=O)Nc2nc(C)cs2)cc1	3	-10	2	-3	-1	12	2.3	8	-2
CCOC(=O)c1cnc(-n2nc(C)cc2C)nc1NC(C)c1ccccc1 (configuration not stated)	44*	29	54*	23	30	53*	73*	25	-6
CCOc1ccc(Br)cc1S(=O)(=O)NCCN(C)C	13	-3	5	-21	-2	-10	0.4	-1	0
CC(=O)N1C(Nc2ccc(Cl)cc2)CCN1c1ccccc1 (configuration not stated)	-4	5	9	-2	-1	-22	2.9	8	-4
CCOc1ccc(CNC(=S)NCc2ccc(OCC)cc2)cc1	29	0	-15	-18	3	7	0.4	12	0
CCOC(=O)C1(C)/C(=N/Nc2ccc(Cl)cc2)C(=O)C(=O)N1c1ccccc1 (configuration not stated)	4	22	20	4	0	22	-1.6	30	-5
COc1ccc(C(=O)NC2CCCc3c2cnn3-c2cc(F)cc(F)c2)c(OC)c1OC (configuration not stated)	41*	3	39	53*	-3	12	1.9	-4	-1
O=C(NC(=S)NCc1ccccc1)c1cccc([N+](=O)[O-])c1	35	6	46	1	3	5	0.1	-5	-1
Cc1ccc(NC(=O)CN2CCC(NC(=O)c3ccccc3F)CC2)cc1C	-4	10	-2	23	-8	5	1.4	1	-2
Cc1cccc(NC(=S)NN2CCN(C)CC2)c1C	6	-6	8	0	-5	0	-0.4	21	0
O=C(COC(=O)C1CC1)Nc1c(Cl)cccc1C(F)(F)F	-2	-12	-6	27	-2	-10	-1.6	5	4
COc1ccc(S(=O)(=O)N2CCCCC2)cc1NC(=O)Cc1sc(C)nc1-c1ccc(F)cc1	2	-3	-2	17	-3	12	-0.8	-19	10
CN(C)CCOC(=O)CCCCCCCCC(=O)OCCN(C)C	-10	-7	0	5	-1	-5	2.0	6	3
CCOc1ccc(S(=O)(=O)N2CCC(C(=O)OC(C)C(=O)N(C)C3CCCCC3)CC2)cc1 (configuration not stated)	8	3	10	26	-1	18	0.7	7	6
O=C(Nc1ccc(F)cc1F)c1cc(-c2ccco2)nc2ccccc12	25	12	7	20	1	17	1.8	-4	0
CC(=O)N(C)c1ccc(NS(=O)(=O)c2cc(Cl)ccc2Cl)cc1	7	4	7	19	-3	-16	-0.6	-24	-3
Cc1ccc(OCC(=O)Nc2ccncc2)cc1	6	1	-2	13	-4	4	1.1	-9	-1
C/C(N)=C(/C#N)C(=O)CSc1nnnn1-c1ccccc1	-1	-8	2	7	0	-6	-0.3	4	2
COc1cccc(NC(=O)COC(=O)Cn2c(C)csc2=O)c1	-7	3	-6	13	-2	-3	0.5	2	0
CCOC(=O)C1CCCN(C(=O)Cn2ncc3c([nH]c4ccc(C)cc43)c2=O)C1 (configuration not stated)	-4	2	10	18	-4	7	-1.8	-2	-1
CCN1CCCC1CNC(=O)CN(C)S(=O)(=O)c1ccc(Cl)cc1 (configuration not stated)	-11	-8	0	16	-6	5	1.3	13	-1
COc1ccc(-c2nc(C)ncc2-c2ccccc2)c(O)c1	41*	6	23	5	2	5	-0.1	1	-3
NC(=S)N/N=C/c1coc2ccc(Br)cc2c1=O	18	5	78*	38	-5	34	0.4	-11	8
CCC(CO)Oc1cc(NCc2ccc(C)cc2)c2ncn(C(C)C)c2c1 (configuration not stated)	15	-6	10	-16	0	2	-1.0	-1	3
CCCCn1c(CN2C(=O)c3ccccc3C2=O)nc2ccccc2c1=O	22	-7	31	-1	1	15	-0.1	15	-1
CCC(C)NCCOc1cccc(Br)c1 (configuration not stated)	-1	2	-7	14	-3	-25	3.6	4	-3
Cc1cc(S(=O)(=O)NCc2cccnc2)ccc1-n1cnnn1	-13	-5	-3	-5	-2	2	-1.5	-2	1
O=C(OCC(=O)N1CCCC1=O)C1COc2ccccc2O1 (configuration not stated)	3	-3	8	32	5	1	0.1	12	-3
O=S(=O)(N1CCCCCC1)N1CCN(S(=O)(=O)N2CCCCC2)CC1	-2	-3	12	-27	-2	-1	-0.8	-23	0
COc1ccc(/C=C2\SC(=Nc3ccccc3)NC2=O)cc1	3	.	13	4	-3	9	0.9	-16	3
CCc1cccc(C)c1NC(=O)CCCN1C(=O)NC(C)(C)C1=O	7	-14	0	9	-3	7	-1.7	-9	3
Cc1ccc(S(=O)(=O)Nc2c(C)n(C)n(-c3ccccc3)c2=O)cc1C(=O)NCc1ccccc1	-7	-6	-6	-4	1	3	0.8	-17	1
Cc1ccc(N2CC(C(=O)NCc3nnnn3-c3ccc(C)c(C)c3)CC2=O)cc1 (configuration not stated)	8	0	3	18	0	6	1.1	15	-4
Cc1cccc2sc(NNC(=O)c3cc(=O)c4ccccc4o3)nc12	6	3	25	-96	-2	-13	-1.0	-28	2
COc1ccc(OCc2nnc(SCC(=O)Nc3cccc(C(C)=O)c3)o2)cc1	2	-2	8	6	-3	0	0.1	-9	-1
CC1CCCC(NC(=O)CSc2ncnc3ccccc23)C1C (configuration not stated)	5	12	34	24	1	8	1.8	-1	-2
O=C(CSc1ncnc2ccccc12)N1CCNC1=O	-7	0	0	15	-2	4	1.9	-12	-2
O=C1[C@H]2[C@@H](/C=C/c3ccccc3)N3C(=O)CN(CC4CC4)C(=O)[C@@]3(Cc3ccccc3)[C@H]2C(=O)N1c1ccccc1	9	4	17	-11	-3	-6	1.6	0	14
CC1CC(=O)C(C2c3ccccc3CCN2C(=O)CCl)C(=O)C1 (configuration not stated)	6	-8	6	0	-3	2	-2.1	8	-1
O=[N+]([O-])c1ccc(N2CCCC2)nc1	-18	6	6	24	-3	-1	0.4	-2	1
CC1(O)N(CCC(=O)Nc2cccc(F)c2)C(=O)OC12CCCCC2 (configuration not stated)	5	5	4	19	-3	9	0.0	-2	-2
c1ccc(-n2cnc3ccccc32)nc1	-15	-3	4	19	0	-17	3.8	8	-1
C=CCSc1nnc(-c2cc3c(s2)-c2ccccc2CC3)o1	35	-4	30	-38	0	-5	2.9	0	-4
COC(=O)Cn1c(=NC(=O)CSC(C)=O)sc2ccccc21	3	16	14	4	-1	4	-0.4	23	-8
Cc1cc(=O)oc(C)c1C(=O)NCc1cccnc1	4	0	8	9	-3	-13	1.0	20	-2
O=C(c1cc(C2CC2)nn1-c1ccccc1)N1CCN(S(=O)(=O)c2cccc(F)c2)CC1	25	-2	35	10	1	22	1.0	12	1
COc1ccc(-n2ncc3c(N4CCc5ccccc54)ncnc32)cc1	16	-6	15	-86	2	1	4.4	-5	-3
O=C(COc1ccc(Cl)cc1Br)Nc1cccc(S(=O)(=O)N2CCCC2)c1	4	3	20	16	1	-17	4.1	-32	-2
COc1ccc(/C=N/n2c(N)nc3ccccc32)cc1OC	-7	-6	-1	13	10	-4	5.9	10	2
Cc1cc(C)cc(NC(=O)N2CCCN(c3ncccc3[N+](=O)[O-])CC2)c1	29	20	15	29	-1	8	0.1	5	-4
COc1cccc(C(=O)NCCS(=O)(=O)NCc2cccs2)c1	17	0	9	10	1	7	0.7	0	-1
O=C(CN(Cc1ccccc1)C(=O)c1cccc([N+](=O)[O-])c1)Nc1c(Cl)cc(Cl)cc1Cl	20	-10	16	28	0	20	1.0	3	-1
CCCN1C(=O)c2ccccc2NC1c1ccc(C)cc1 (configuration not stated)	-11	2	-4	-1	1	-1	1.4	-3	-2
O=C(C[n+]1cccc(Br)c1)c1ccc(-c2ccccc2)cc1	-96	6	6	15	-6	-159	-0.2	16	-3
C=CCNC(=S)Nc1ccc2nc(C)c(C)nc2c1	15	-1	-4	-5	3	-6	0.3	2	-4
CC(C)[C@H](NC(=O)c1ccccc1F)C(=O)OCC(=O)NC1CC1	-18	-8	-12	-15	-2	-9	-0.1	2	-1

A portion of the results above, for reference:
SMILES	tim10-1 inh	CXCR6 inh	tim23-1 inh	Mdm2-MdmX inh	XBP1 UPR activ	TIM10 inh	CHOP UPR activ	APJ antagonist	APJ agonist
COc1ccc(/C=N/n2c(N)nc3ccccc32)cc1OC	-7	-6	-1	13	10	-4	5.9	10	2
Cc1cc(C)cc(NC(=O)N2CCCN(c3ncccc3[N+](=O)[O-])CC2)c1	29	20	15	29	-1	8	0.1	5	-4
COc1cccc(C(=O)NCCS(=O)(=O)NCc2cccs2)c1	17	0	9	10	1	7	0.7	0	-1
O=C(CN(Cc1ccccc1)C(=O)c1cccc([N+](=O)[O-])c1)Nc1c(Cl)cc(Cl)cc1Cl	20	-10	16	28	0	20	1.0	3	-1
CCCN1C(=O)c2ccccc2NC1c1ccc(C)cc1 (configuration not stated)	-11	2	-4	-1	1	-1	1.4	-3	-2
O=C(C[n+]1cccc(Br)c1)c1ccc(-c2ccccc2)cc1	-96	6	6	15	-6	-159	-0.2	16	-3

Next part
SMILES	tim10-1 inh	CXCR6 inh	tim23-1 inh	Mdm2-MdmX inh	XBP1 UPR activ	TIM10 inh	CHOP UPR activ	APJ antagonist	APJ agonist
O=C(Nc1ccc(F)cc1)C1CCCN(S(=O)(=O)c2ccc(-n3cnnn3)cc2)C1 (configuration not stated)	-9	-6	-1	19	-1	2	1.1	9	0
O=C(O)c1cc2nccc(-c3ccco3)n2n1	8	2	0	-5	2	-17	2.0	8	-3
COc1ccc(C(=O)c2cc3c(cc2[N+](=O)[O-])OCCO3)cc1	21	9	19	17	2	-11	-0.2	-2	-9
COC(=O)c1cccc(NC(=O)c2ccc3c(c2)C(=O)N(CC2CCCO2)C3=O)c1 (configuration not stated)	7	7	4	-23	-3	-1	3.4	12	5
COc1nc(OCC#N)nc(N(C)C)n1	-2	0	-1	2	0	1	3.3	20	0
O=C(Cn1nnc(-c2ccc(N3CCOCC3)cc2)n1)OC1CCCCC1	14	5	15	15	0	6	2.1	12	-5
COc1ccc(C(=O)c2c[nH]c(C(=O)N=CN(C)C)c2)cc1	0	4	13	15	-2	4	-1.2	12	-2
Cc1cc(OCCOCCN2CCCC2)ccc1C(C)C	16	1	18	2	-1	-8	-0.5	-18	8
CCOC(=O)/C(C#N)=C/N=c1ccc(C)cn1C	-16	5	-4	-36	1	-3	4.0	-1	3
O=C(OC1CCOC1=O)C1CCN(S(=O)(=O)c2ccccc2)CC1 (configuration not stated)	-10	-5	-10	-7	-1	-3	-0.2	-5	-2
CC(C)Cc1nnc(NC(=O)c2cc3c(s2)CCC3)s1	3	-6	3	-38	0	10	5.0	5	-2
